# Screening results: PubChem, Broad Institute
# CD40 NFkB inh: CD40 pathway inhibition in BL2 cells. BL2 NF-kB luciferase reporter, CD40L-induced, 4 h. inhibition, % at 10 µM. AID 1053188. actives 0.94% (n = 83,000);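 active = mean inhibition of at least 50% with a set share of replicates also reaching that level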;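 also: 0% = neutral control wells and 100% = IKK inhibitor VII at 50 µM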
# Starred values were filed as active, the others as inactive; [ ] = dose if it differs, or a comment. The list is partial; rates above refer to the full screens.
CD40 NFkB inh	Molecule
7[25 µM]	CNC[C@H]1OCCCC[C@H](C)Oc2ccc(NC(=O)Nc3ccc(OC)cc3)cc2C(=O)N([C@H](C)CO)C[C@H]1C
-1	CCOC(=O)C1=C(C)NC(SCC(N)=O)=C(C#N)C1c1ccncc1 (stereo unspecified)
-13[25 µM]	C[C@@H]1CN([C@H](C)CO)C(=O)c2ccccc2-c2ccccc2CO[C@@H]1CN(C)C(=O)Nc1ccc2c(c1)OCO2
2[25 µM]	CN(C)CC(=O)N1CC2(C1)[C@@H](c1ccccc1)[C@@H](CO)N2S(C)(=O)=O
3	Cn1c(CSc2ncccn2)nnc1SCC(=O)N1CCCC1
10	CCOC(=O)N(C)c1c(CC)nc2c(OCCC3CCCCC3)cccn12
-2	CN(Cc1cnccn1)Cc1ccccc1OCC(O)CN1CCc2ccccc2C1 (stereo unspecified)
7	Cc1noc(C)c1C(=O)Nc1cccc(S(=O)(=O)N2CCOCC2)c1
-2	COc1cc(CNn2nnnc2N)ccc1OCc1c(Cl)cccc1Cl
3	Cc1ccc(C)n1NC(=O)c1cccs1
20	CCCCCc1ccc(CC(=O)O)cc1
18	CCOC(=O)N(C)S(=O)(=O)c1ccccc1[N+](=O)[O-]
6	Cc1cc2nc(C(C)(C)C)cc(N)n2n1
9	CC(=O)Nc1ccc2c(c1)CN(c1cc(C)ccc1C)CO2
8	CC(Oc1ccccc1F)c1nnc(SCC(=O)Nc2ccc(N3CCOCC3)cc2)o1 (stereo unspecified)
18	O=C(O)c1cccc(NC(=O)c2cccc(NC(=O)C3CCCO3)c2)c1 (stereo unspecified)

# Filtered by structure, those above containing a carbonyl joined to an NH by a bond outside any ring.
CD40 NFkB inh	Molecule
7[25 µM]	CNC[C@H]1OCCCC[C@H](C)Oc2ccc(NC(=O)Nc3ccc(OC)cc3)cc2C(=O)N([C@H](C)CO)C[C@H]1C
-1	CCOC(=O)C1=C(C)NC(SCC(N)=O)=C(C#N)C1c1ccncc1 (stereo unspecified)
-13[25 µM]	C[C@@H]1CN([C@H](C)CO)C(=O)c2ccccc2-c2ccccc2CO[C@@H]1CN(C)C(=O)Nc1ccc2c(c1)OCO2
7	Cc1noc(C)c1C(=O)Nc1cccc(S(=O)(=O)N2CCOCC2)c1
3	Cc1ccc(C)n1NC(=O)c1cccs1
9	CC(=O)Nc1ccc2c(c1)CN(c1cc(C)ccc1C)CO2
8	CC(Oc1ccccc1F)c1nnc(SCC(=O)Nc2ccc(N3CCOCC3)cc2)o1 (stereo unspecified)
18	O=C(O)c1cccc(NC(=O)c2cccc(NC(=O)C3CCCO3)c2)c1 (stereo unspecified)

# Two records drawn at random from the list so far, as already listed:
CD40 NFkB inh	Molecule
18	CCOC(=O)N(C)S(=O)(=O)c1ccccc1[N+](=O)[O-]
18	O=C(O)c1cccc(NC(=O)c2cccc(NC(=O)C3CCCO3)c2)c1 (stereo unspecified)

# (cont.)
CD40 NFkB inh	Molecule
1	Cc1noc(C)c1C(=O)OCC(=O)NCCc1ccc(S(N)(=O)=O)cc1
-66	CC1CC1C(=O)OCC(=O)NC(=O)NC12CC3CC(CC(C3)C1)C2 (stereo unspecified)
15	Nc1nc(C(F)(F)F)cc(=O)n1N
9	COc1cc(CC(=O)OCC(=O)NC2CC2)cc(OC)c1OC
4	CCOC(=O)N1CCC(Nc2ncnc3c2cnn3-c2ccc(Cl)cc2)CC1
-28	Cc1cc(C)c2nc(N3C(=O)C(O)=C(C(=O)c4ccco4)C3c3cccc(O)c3)sc2c1 (stereo unspecified)
0[25 µM]	C[C@@H]1CN([C@H](C)CO)C(=O)c2cccc(NC(=O)C3CCOCC3)c2O[C@@H]1CN(C)Cc1ccncc1
3	O=C1Cc2cc(NS(=O)(=O)c3ccc(F)cc3)cc3c2N1CCC3
11	O=C(O)CN(CCc1ccccc1)S(=O)(=O)c1ccccc1
-53	c1ccc2sc(NC3=NCN(CC4CCCO4)CN3)nc2c1 (stereo unspecified)
5[25 µM]	C[C@@H]1CCCCO[C@@H](CN(C)S(=O)(=O)c2cn(C)cn2)[C@H](C)CN([C@@H](C)CO)C(=O)c2cc(NC(=O)Nc3cccc4ccccc34)ccc2O1
3	COc1ccccc1C(=O)NC(=O)COC(=O)c1nccnc1N
-1[25 µM]	CN(C[C@@H]1N[C@H](CO)[C@@H]1c1ccccc1)C(=O)c1ccccc1F
12	O=C(NCCc1ccccc1)c1nc(CS(=O)(=O)c2ccc(Cl)cc2)no1
-1[25 µM]	CN1C[C@H]2[C@@H](c3ccccc31)[C@H](CO)N2Cc1ccccc1F
6	COC(=O)[C@H](CCSC)NC(=O)NCc1ccc(S(N)(=O)=O)cc1
11	O=C(c1ccccc1)c1ccc(C(=O)N2CCN(c3ccc(O)cc3)CC2)cc1
11	CN(CCc1ccccn1)C(=O)c1cccnc1Oc1ccccc1
25	C=CCN1C(=O)c2ccc(C(=O)N(CC)CC(=O)Nc3ccc(OC)cc3)cc2C1=O
26	N#Cc1c(NC2CCCCC2)nc(-c2ccco2)c2c1CCCC2
1	COCCn1c(SCC(=O)N2CC(=O)Nc3ccccc32)nc2ccccc2c1=O
-24	O=C1NN=C(CSc2n[nH]c(=S)s2)CS1
-2	O=C(NC(c1ccccc1)c1ccc2ccccc2n1)C1CCN(Cc2ccc(Oc3ccccc3)cc2)CC1 (stereo unspecified)
-99	O=C(CC1NCCc2ccccc21)Nc1ccccc1 (stereo unspecified)
-3	Cn1ncc(Br)c1C(=O)NCc1cccs1
5[25 µM]	COc1ccc(-c2ccccc2[C@@H]2[C@@H](CO)N(C(=O)C3CCC3)[C@H]2C#N)cc1
3	CS(=O)(=O)N1CCCC(C(=O)c2cccc(Cl)c2)C1 (stereo unspecified)
5	COC(=O)C1=NNC(C(=O)OC)C1c1ccccc1 (stereo unspecified)
-2	CCOC(=O)c1cnn(-c2ccccc2)c1NC(=O)CN1CCCCC1
3[25 µM]	C[C@@H]1C(=O)N[C@H](c2ccccc2)CC=CC[C@H](C)Oc2ccccc2C(=O)N1C (mixture of isomers)
13	COc1cc(OC)cc(C(=O)NC(C(=O)NNC(=O)CN(C)S(=O)(=O)c2ccc(C)cc2)C(C)C)c1 (stereo unspecified)
3	Cc1ccc(S(=O)(=O)N(C)C[C@@H]2Oc3ccc(NS(=O)(=O)c4ccccc4)cc3C(=O)N([C@H](C)CO)C[C@@H]2C)cc1
-34	COc1cccc(/C=N/NC(=O)c2cccc(N3CCCC3=O)c2)c1
-54	COc1ccc(-c2cc(NC(C)=O)c3ncc(-c4cc(OC)c(OC)c(OC)c4)n3c2)cn1
-5	c1ccc(-c2ccccc2OCCOCCN2CCOCC2)cc1
4	CC(C)c1ccc(S(=O)(=O)N2CCN(C(=O)C3CC3C)CC2)cc1 (stereo unspecified)
4	CCOC(=O)C1CCN(C(=O)c2ccc(NC(=O)C3CCCO3)cc2)CC1 (stereo unspecified)
11	Cc1cc(NC(=O)C(C)SCC(=O)OC(C)C(=O)Nc2ccc(F)cc2Cl)no1 (stereo unspecified)
3	O=C1Cc2cc(S(=O)(=O)N3CCN(c4ccccc4)CC3)ccc2N1
8	O=C1CC(c2ccc(S(=O)(=O)N3CCCCC3)cc2)CN1 (stereo unspecified)
-6	Cc1ccc2ccc(C(Nc3ccccn3)c3ccccc3)c(O)c2n1 (stereo unspecified)
4	Cc1n[nH]c(C)c1CCC(=O)N/N=C/c1c(C)[nH]c2ccccc12
8	O=C1CCc2cc(S(=O)(=O)N3CCCCC3)cc3c2N1CC3
11	CCN(CC(=O)Nc1ccc2c(c1)OCCO2)C(=O)COc1ccc(C(C)=O)cc1
-2	CC(=O)c1cccc(N=C2NC(=O)CS2)c1
-15	O=C(Nc1c(C(=O)O)[nH]c2ccccc12)NC1CCCCC1
-5	O=c1c2c3c(sc2ncn1Cc1ccc(F)cc1)CCC3
14	O=C(NNC(=O)c1ccccc1O)c1ccc(S(=O)(=O)Nc2ccccc2)cc1

# Grouped by structure, the entries above containing two or more sulfur atoms (4)
CD40 NFkB inh	Molecule
3	Cn1c(CSc2ncccn2)nnc1SCC(=O)N1CCCC1
6	COC(=O)[C@H](CCSC)NC(=O)NCc1ccc(S(N)(=O)=O)cc1
-24	O=C1NN=C(CSc2n[nH]c(=S)s2)CS1
3	Cc1ccc(S(=O)(=O)N(C)C[C@@H]2Oc3ccc(NS(=O)(=O)c4ccccc4)cc3C(=O)N([C@H](C)CO)C[C@@H]2C)cc1

# Continued.
CD40 NFkB inh	Molecule
-5	CC(Sc1ncccn1)C(=O)N1CCc2ccccc21 (stereo unspecified)
6	O=C(COC(=O)c1cnc(Cl)c(Cl)c1)NC1CCCC1
1	O=C(OCC(=O)N1CCC(c2ccccc2)=N1)c1ccc(Cl)s1
4	Cc1ccc(C(=O)Nn2cnnc2)c(Cl)c1
7	CC(C)(C)NC(=O)C(c1ccc(O)cc1)N(Cc1ccc2c(c1)OCO2)C(=O)CCl (stereo unspecified)
11	CCCCn1c(N)c(N(CCOC)C(=O)c2cnccn2)c(=O)[nH]c1=O
8	Nc1nnc(SCC(=O)Nc2cccc(Cl)c2)s1
-45	Fc1cccc(CN2C[C@@H]3N[C@H](C2)C3c2ccc(-c3ccccc3)cc2)c1 (stereo partly specified)
-6	O=C1c2ccccc2S(=O)(=O)N1CCS(=O)(=O)c1ccc(F)cc1
-22	CSC1=NCCN1C(=O)c1ccc(Br)o1
7	CCC(=O)Nc1cc(C(C)C)c(O)cc1C
-5	CC(C)CNc1c(N)c(=O)oc2ccccc12
0	Cc1cc(C)n(CCNS(=O)(=O)c2ccccc2)n1
-14	O=C(CC1c2ccccc2Oc2ccccc21)NCc1ccco1
17	O=S(=O)(c1cccc(F)c1)N1CCC(CO)(Cc2cccc(F)c2)CC1
-5[25 µM]	C[C@H](CO)N1C[C@H](C)[C@H](CN(C)C(=O)Nc2ccc(N3CCCCC3)cc2)OCc2cnnn2CCCC1=O
7	CN1CCN(C2=NC3(CCCC3)C(C#N)C(=O)N2)CC1 (stereo unspecified)
1	COc1cccc(-c2cc(C(=O)O)no2)c1
0	CC1CCCCN1C(=O)COC(=O)c1cccc(NS(=O)(=O)c2ccccc2)c1 (stereo unspecified)
-14	NC(=O)c1c(NC(=O)c2ccncc2)sc2c1CCCCCC2
12	O=C(O)[C@@H]1[C@@H]2C[C@@H]2CN1c1ncccc1[N+](=O)[O-]
54*	CN1c2ccc(-c3cccc(F)c3)cc2[C@H]2[C@H](CCN2C(=O)C2CCCC2)[C@H]1CO
-8	CCN(CC(=O)NCc1cccs1)C(=O)c1ccc(S(=O)(=O)N(C)c2ccccc2)cc1
3	Cc1nc2ccc(F)cc2cc1C(=O)NC(C)C
3	O=C(O)c1cn(-c2ccccc2)nc1-c1ccncc1
8	COc1cccc(C(=O)Nc2ccc(N3CCN(C(=O)c4cccs4)CC3)cc2)c1
19	C[C@H](NC(=O)[C@@H]1CSC2c3ccccc3C(=O)N21)C(=O)NC1CCCC1 (stereo partly specified)
-11	CC(C)Oc1cccc(C(=O)C2CCCN(C(=O)CCc3cnn(C)c3)C2)c1 (stereo unspecified)
6	CC(C)NC(=O)N1[C@H](C#N)[C@H](c2ccc(-c3ccc(F)cc3)cc2)[C@H]1CO
2	Cc1ccnc(SCc2cn3c(C)cc(C)nc3n2)n1
1	CCCCC(C)n1[nH]c(=O)c2c(C)cc(C)nc21 (stereo unspecified)
20[25 µM]	N#C[C@@H]1[C@@H](c2ccccc2-c2cccc(F)c2)[C@@H](CO)N1C(=O)C1CCC1
-3	COc1ccc(C(CNC(=O)c2ccc(Br)o2)N2CCN(C)CC2)cc1 (stereo unspecified)
4	O=C(NCc1cccnc1)C1CCCN1S(=O)(=O)c1ccc(Cl)cc1 (stereo unspecified)
-10	NS(=O)(=O)c1ccc(NC(=O)c2cccc3cc4ccccc4nc23)cc1
11[25 µM]	COc1ccc(CNC(=O)N(C)C[C@H]2OCc3ccccc3-c3c(n(C)c4ccccc34)C(=O)N([C@H](C)CO)C[C@@H]2C)cc1
13[25 µM]	CO[C@@H]1CN(C)C(=O)c2ccc(NC(=O)Nc3ccccc3Cl)cc2OC[C@H](C)NC[C@H]1C
6[25 µM]	O=C(C[C@@H]1C=C[C@H](NC(=O)C2CCC2)[C@@H](CO)O1)NC1CCCCC1
-14	Cc1ccc(OCC(=O)N2CCN(S(=O)(=O)c3ccc4c(c3)OCCO4)CC2)c(C)c1
18	CCOc1nc(-c2ccc(OC)cc2)ccc1-c1noc(-c2ccncc2)n1

# Shown as a hit in CD40 NFkB inh, of those listed so far:
CD40 NFkB inh	Molecule
54*	CN1c2ccc(-c3cccc(F)c3)cc2[C@H]2[C@H](CCN2C(=O)C2CCCC2)[C@H]1CO

# New compounds follow
CD40 NFkB inh	Molecule
6	CCc1ccc(-c2ccc3nnc(SCC(=O)NCC4CCCO4)n3n2)cc1 (stereo unspecified)
6	Cc1nn(Cc2ccc(F)cc2)c(C)c1NC(=O)c1cnn2cccnc12
-13	Cc1ccc(/C=N/NC(=O)C2COc3ccccc3O2)s1 (stereo unspecified)
9	NC1=NC(c2ccc(F)cc2)n2c(nc3ccccc32)N1 (stereo unspecified)
-65	Cn1cnc2cc(NCc3cccs3)ccc21
-4	Cc1ccc(C#N)c(SCCN2CCCCC2)n1
3[25 µM]	CCCNC(=O)N1C[C@H]2[C@@H](c3ccccc31)[C@@H](CO)N2C(=O)CN1CCOCC1
20	Cc1ccnc(NC(c2ccsc2)c2ccc3ccc(C)nc3c2O)c1 (stereo unspecified)
8	Cc1cc(Oc2ccc(-c3ccccc3)cc2)nc(N2CCOCC2)n1
-7	Fc1ccccc1COc1ccc(-c2nnn(Cc3ccccc3F)n2)cc1
3	O=C(Cn1ccc2cc(S(=O)(=O)N3CCCC3)ccc21)NCc1ccco1
-71	CC(C)c1ccc(NC(=S)NNC(=O)c2cccs2)cc1
-20	CCc1nnc(NC(=O)C2Cc3ccccc3CN2S(=O)(=O)CC)s1 (stereo unspecified)
4[25 µM]	COc1cccc(NC(=O)N2CC(=O)N3[C@H](CO)[C@@H](c4ccc(C5=CCCCC5)cc4)[C@H]3C2)c1
-12	COc1ccccc1NC(=O)N(C)C[C@@H]1OCc2ccccc2-c2ccccc2C(=O)N([C@@H](C)CO)C[C@H]1C
2	O=C(NCCN1CCc2ccccc2C1)Nc1ccc(F)cc1
2	CC(=O)N=C1SC2CS(=O)(=O)CC2N1c1ccccc1Cl (stereo unspecified)
5	Cc1cc(C)n(CC(=O)Nc2cccc(C(F)(F)F)c2)n1
